H9c2 TAG inh: inhibitors of triacylglycerol accumulation, primary screen, cell-based, uHTS, fluorescence, H9c2; H9c2 cells, Nile Red lipid (TAG) fluorescence; cells loaded with 200 µM oleic acid; inhibition, % at 12.5 µM; 0.66% of 230,000 active; AID 651582, 2012;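 active = pattern-corrected inhibition of lipid staining of at least 50% with the nuclear-stain viability signal not falling by more than 50%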;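 note: 0% = DMSO wells and 100% = triacsin C control wells; some results filed as inactive read as strong as hits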
H9c2 TAG inh DAPI viability: further read-out of H9c2 TAG inh, marked with its call; DAPI nuclei signal change (viability), lower = more cytotoxic, %;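 whole-well DAPI fluorescence read on a plate reader as a viability signal; minus 50 percent equals half of cells still viable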
The depositor's hits bear a star. The list is partial. The share of hits here may be higher or lower than overall.

Second line of a record: H9c2 TAG inh	H9c2 TAG inh DAPI viability
1) COc1cccc(NC(=O)CN(C)C(C)C(=O)Nc2ccc(C#N)cc2)c1 (configuration not stated)
  -29	2
2) O=c1oc2ccccc2c(O)c1/C=C1\C=Nc2ccccc21
  7	5
3) Cc1ccc(SC(C)C(=O)NCc2ccc(F)cc2)cc1 (configuration not stated)
  -1	7
4) O=C(CSc1nnnn1C1CCCC1)Nc1ccc(F)cc1
  -1	-1
5) Cc1[nH]n2c(=O)c3c(nc2c1-c1ccccc1)CCC3
  5	-3
6) CCc1cccc(C)c1NC(=O)CCCC(=O)O
  -15	7
7) C/C(=N\NC(=S)Nc1cccc(C)c1)c1ccco1
  -12	7
8) Cc1c(Cl)c([N+](=O)[O-])nn1CC(=O)NC(C)C1CC2CCC1C2 (configuration not stated)
  3	-6
9) Nc1nc(SCC(=O)Nc2ccc(Cl)c(S(=O)(=O)N3CCOCC3)c2)n[nH]1
  1	-3
10) Cc1ccc2c(c1)C(=O)CC(c1ccccc1)S2 (configuration not stated)
  -9	4
11) CCC(=O)c1ccc(OCC(=O)Nc2cccc(S(=O)(=O)N3CCCCCC3)c2)cc1
  -47	-15
12) CCCCCCNC(=O)O[C@H]1Cn2c(=O)n(CCCCCC)c(=O)n2[C@@H]2CN(S(=O)(=O)c3ccc(C)cc3)C[C@]12O
  -26	-3
13) O=C(NC1CC2CCCC(C1)N2C(=O)Nc1ccc(Cl)c(C(F)(F)F)c1)C1CC1 (configuration not stated)
  6	-1
14) O=[N+]([O-])c1ccc2c(c1)C(=NO)c1cc(Cl)c(Cl)cc1-2
  20	-3
15) Nc1nonc1C(=O)NCCNCc1cc(Br)ccc1OCc1ccccc1F
  -34	5
16) COc1ccc(-c2nnc(NC(=O)c3ccc(S(=O)(=O)N4CCc5ccccc5C4)cc3)o2)cc1
  -5	-1
17) COc1ccc(CCNC(=O)C2CC(c3cccc([N+](=O)[O-])c3)=NO2)cc1 (configuration not stated)
  1	5
18) COc1ccc(NC(=O)CC2CC3CCC2C3)cc1S(=O)(=O)N1CCOCC1 (configuration not stated)
  -7	-6
19) Cc1ccc(CN2CCNC(=O)C2CC(=O)N(C)C2CCCCC2)o1 (configuration not stated)
  8	-6
20) CCOc1cc(CNc2ccc(O)cc2)ccc1OCc1ccc(Cl)cc1Cl
  -19	-11
21) O=C(c1ccc(Sc2cccc(Cl)c2)c([N+](=O)[O-])c1)N1CCN(c2ccccn2)CC1
  -15	12
22) CC(SC(=S)N(C)Cc1cccs1)C(=O)O (configuration not stated)
  4	-7
23) O=C(c1csc(Nc2ccccc2Cl)n1)N1CCCC1
  2	15
24) Cc1ccc(S(=O)(=O)N2CCN(C(=O)CC(C)n3nc(C)c(Cl)c3C)CC2)cc1C (configuration not stated)
  -2	-5
25) CCCCCCn1c(=O)c(C(=O)N/N=C/c2cccc(F)c2)c(O)c2ccccc21
  -10	6
26) COc1ccc(CC(=O)Nc2cc(Cl)ccc2C(=O)O)cc1
  1	19
27) CCOC(=O)C1=CC(=O)CC(C)(C)O1
  -1	14
28) O=C(NCc1ccccc1)C1CCN(S(=O)(=O)c2ccc(Cl)cc2)CC1
  6	-5
29) Cc1cccc(NC(=O)C2CCCN2C(=O)Oc2ccccc2)c1C (configuration not stated)
  8	-12
30) Cc1ccc(C(=O)N/C(=C/c2cccs2)C(=O)NCC2CCCO2)cc1 (configuration not stated)
  -6	7
31) COc1ccc(NC(C)=O)cc1NC(C)C(=O)Nc1ccc(F)cc1 (configuration not stated)
  -1	7
32) O=C(Nc1c(-c2ccccc2)nc2sccn12)c1ccccc1
  4	5
33) COc1ccc(/C=N/NC(=O)CSc2ccccn2)cc1OC
  -4	6
34) CCOC(=O)c1cnc2c(ccc3ccccc32)c1NCCN(C)C
  31	-20
35) CN(C1CC(C)(C)N(O)C(C)(C)C1)S(=O)(=O)CC12CCC(CC1=O)C2(C)C (configuration not stated)
  -12	-5
36) CCC(CC)CN1CCC(CN2C(=S)NC[C@@H]2CC(C)C)CC1
  -15	19
37) COc1cc(Cl)c(CN2CCCC(CO)(Cc3cccc(Cl)c3)C2)cc1OC (configuration not stated)
  -18	9
38) CN(CC(=O)NC1CCCCC1)S(=O)(=O)c1cccc2nsnc12
  -7	3
39) CCC1(CC)NC(=O)N(CC(=O)OCC(=O)Nc2ccc(C(F)(F)F)cc2)C1=O
  -9	3
40) CC(C(=O)Nc1ccc2c(c1)OCCO2)c1ccc([N+](=O)[O-])cc1 (configuration not stated)
  -28	5

Four entries from above, in markdown:
| cpd | structure | H9c2 TAG inh | H9c2 TAG inh DAPI viability |
| --- | --- | --- | --- |
| 33 | COc1ccc(/C=N/NC(=O)CSc2ccccn2)cc1OC | -4 | 6 |
| 34 | CCOC(=O)c1cnc2c(ccc3ccccc32)c1NCCN(C)C | 31 | -20 |
| 35 | CN(C1CC(C)(C)N(O)C(C)(C)C1)S(=O)(=O)CC12CCC(CC1=O)C2(C)C (configuration not stated) | -12 | -5 |
| 36 | CCC(CC)CN1CCC(CN2C(=S)NC[C@@H]2CC(C)C)CC1 | -15 | 19 |

Later entries.
Second line of a record: H9c2 TAG inh	H9c2 TAG inh DAPI viability
41) COc1ccc(Cc2nnc(N/N=C/c3ccc(C)o3)[nH]c2=O)cc1
  4	-2
42) O=C(O)CCCCCNCc1c(Cl)cccc1Cl
  7	-1
43) CNC(=O)/C(C#N)=C/c1cccc(Oc2ccccc2)c1
  6	-3
44) COC(=O)c1c(-c2ccccc2)noc1C
  -11	-1
45) Cc1cccc(C(=O)N2CCCC(N3CCN(c4ccccc4F)CC3)C2)n1 (configuration not stated)
  -4	3
46) COc1cc(SC)ccc1C(=O)N(CC(=O)Nc1ccccc1Br)Cc1ccco1
  18	2
47) CCCNS(=O)(=O)c1ccc2c(c1)n(C)c(=O)n2C
  -2	-15
48) O=C(COC(=O)c1ccccc1OCC(=O)Nc1ccc(Br)cc1)Nc1ccccc1
  42	-28
49) O=C(c1ccc(N2CCOCC2)c([N+](=O)[O-])c1)N1CCN(c2ccccc2)CC1
  -10	-10
50) S=C(NCc1ccco1)N1CCN(C/C=C/c2ccccc2)CC1
  -2	9
51) CC1CC(c2ccccc2)=Nc2ccccc2N1 (configuration not stated)
  -7	8
52) COc1ccc2c(c1)C[C@]1(C)c3ccccc3C(=O)N(Cc3ccccc3)[C@H]21
  -8	-3
53) Cc1cc(OCC(=O)Nc2ccc3c(c2)OCCO3)cc(C)c1Cl
  -5	-2
54) C/C=C/COC(=O)c1[nH]c2c(c1C)C(=O)CC(c1ccc(N(C)C)cc1)C2 (configuration not stated)
  25	-6
55) NNC(=S)Nc1c(F)cc(F)cc1Br
  0	-4
56) C[C@H](CCCC/C=C/C(=O)O)O[C@@H]1O[C@@H](C)[C@H](O)C[C@H]1O
  -2	-3
57) COC(=O)Cc1csc(Nc2ccccc2)n1
  -11	5
58) Cc1[nH]c2ccccc2c1/C=N/NC(=O)CNC(=O)COc1ccccc1
  -1	0
59) CCCCOC(=O)c1ccc(NC(=O)c2c(OC)cccc2OC)cc1
  0	-6
60) CC(=O)Nc1ccc(NC(=O)CSc2ccc3nnc(CCNC(=O)c4ccccc4)n3n2)cc1
  6	-4
61) Cc1cccc(S(=O)(=O)NCCc2ccccc2)c1
  4	-8
62) CN(C)c1ccc(/C=C/c2cccc[n+]2[O-])cc1
  13	-3
63) COc1cccc(C(=O)Nc2ccc(S(=O)(=O)Nc3cc(C)nc(C)n3)cc2)c1
  11	-10
64) Cc1c(C(=O)N/N=C/c2ccncc2)no[n+]1[O-]
  5	-16
65) O=C(COC(=O)C1CC1)Nc1c(Cl)cccc1C(F)(F)F
  -9	3
66) O=C(NCc1ccccc1)c1cccc(S(=O)(=O)N2CCOCC2)c1
  -6	-4
67) Cc1cc(C(=O)CSc2nc(N)cc(N)n2)c(C)n1C1CC1
  -2	2
68) CCCN=C1CC(C)(C)CC(=O)/C1=C(/O)CCC
  -2	-8
69) O=C(CSc1nccc(-c2cccs2)n1)Nc1cccc(Cl)c1
  34	-39
70) O=C(Nc1ccc(C(=O)N2CCOCC2)cc1)c1cc(-c2cccnc2)nc2ccc(Br)cc12
  20	1
71) O=S(=O)(c1ccccc1)N1C2CCC1CC(O)(c1cccnc1)C2 (configuration not stated)
  -2	-2
72) Cc1ccn2c(=O)cc(C)nc2c1
  -3	3
73) Cc1ccc(S(=O)(=O)N2CCOCC2)cc1NC(=O)COC(=O)c1ccc(Br)o1
  0	-3
74) O=c1[nH]cc(S(=O)(=O)N2CCOCC2)c(=O)[nH]1
  3	2
75) Cc1ccc(CCNC(=O)C2CC(c3ccc(C(F)(F)F)cc3)=NO2)cc1 (configuration not stated)
  -5	-1
76) O=C(NCCN1CCCC1)c1ccc(CS(=O)(=O)c2c(Cl)cccc2Cl)o1
  1	2
77) CN(CC(=O)Nc1ccc(F)cc1)C(=O)COC(=O)c1ccc(=O)n(Cc2ccccc2)n1
  -1	3
78) CCOC(=O)c1ccccc1OCc1cc(/C=N/NC(=O)c2cccnc2)ccc1OC
  -12	7
79) O=C(O)c1ccc(NC(=S)Nc2ccc(S(=O)(=O)Nc3ccccn3)cc2)cc1
  -9	11
80) O=[N+]([O-])c1ccc(COc2ccc(CN3CCOCC3)cc2)cc1
  -6	-7
81) Cc1nc2ccc(F)cc2cc1C(=O)NCc1ccco1
  -17	9
82) CC1(C)OC2CC3C4CCC5=CC(=O)C=CC5(C)C4(F)C(O)CC3(C)C2(C(=O)CO)O1 (configuration not stated)
  42	16
83) CC(=O)NC(Cc1c[nH]c2ccccc12)C(=O)N/N=C/c1ccccc1 (configuration not stated)
  13	-9
84) O=C(COc1cccnc1[N+](=O)[O-])Nc1ccc(Cl)cc1F
  7	8
85) CSc1ccccc1-n1nnnc1SCC(=O)NCc1cccs1
  0	-4
86) O=c1[nH]cnc2scc(C3COc4ccccc4O3)c12 (configuration not stated)
  -11	5
87) COc1cc(C(=O)NNC(=O)c2n[nH]c3ccccc23)cc(OC)c1OC
  -5	1
88) COc1ccc2[nH]c(C(=O)O)c(CCC(=O)O)c2c1
  -19	1
89) O=C1c2ccccc2-c2ccc(C(=O)N3CCCCC3)cc21
  -4	5
90) COc1cccc(NC(=O)CSc2ncnc3c2oc2ccccc23)c1
  6	-5
91) O=C(CCn1c(=O)oc2ccccc21)NCCC1=CCCCC1
  -2	3
92) Cc1ccc(C)c2c3c([nH]c12)-c1nonc1CC3
  0	13
93) O=C(Nc1cccc(S(=O)(=O)N2CCCCC2)c1)C1COc2ccccc2O1 (configuration not stated)
  -7	8
94) CCOc1ccc(-n2nnc3c(=O)n(CC(=O)NCc4ccco4)cnc32)cc1
  -3	0
95) CCS(=O)(=O)N1Cc2ccccc2CC1C(=O)Nc1ncc(C)s1 (configuration not stated)
  -4	11
96) O=C(O)Cc1csc(-c2ccccc2)n1
  10	-1
97) Cc1cccc(C(=O)OCC(=O)NC(C)C2CC3CCC2C3)c1O (configuration not stated)
  9	-9
98) CCOC(=O)c1cc(=O)n2[nH]c(-c3ccc(C)cc3)cc2n1
  -10	3
99) CCOC(=O)N(C)c1c(CC)nc2c(OCc3ccc(F)c(F)c3)cccn12
  -20	-5
100) O=C(CSc1nnnn1C1CC2C=CC1C2)Nc1ccc(C(=O)O)cc1 (configuration not stated)
  1	0

More records:
Second line of a record: H9c2 TAG inh	H9c2 TAG inh DAPI viability
101) CCOc1cccc2c1OC(c1cc(OC)c(OC)c(OC)c1)N1N=C(c3ccc(C)o3)CC21 (configuration not stated)
  3	9
102) COc1ccccc1CN(C)C(=O)COC(=O)c1c(C)noc1C
  8	-5
103) CCOc1cc(N2CCOCC2)c(OCC)cc1NC(=O)COC(=O)c1ccc(Cl)nc1
  -2	-5
104) CC(C)c1ccc(NC(=O)CCCN2C(=O)NC(C)(C)C2=O)cc1
  2	-5
105) CN(C)CC1CCC/C(=C/c2ccc(Cl)cc2)C1=O (configuration not stated)
  43	-12
106) COc1ccc(S(=O)(=O)N2CCCCC2)cc1NC(=O)CNc1ccccc1N1CCCC1=O
  5	-6
107) CC(NCC(=O)Nc1ccccc1C(=O)NC1CC1)c1cccc(Cl)c1 (configuration not stated)
  -3	-1
108) COc1ccc(OC)c(NC(=O)COC(=O)c2n[nH]c3ccccc23)c1
  -2	-3
109) Cc1ccc2nc(SCC(=O)N(CC(C)C)c3c(N)n(CC(C)C)c(=O)[nH]c3=O)[nH]c2c1
  -2	5
110) Cc1cccc(C(C)C)c1NC(=O)COC(=O)CCC(=O)N(CC(C)C)c1c(N)n(CC(C)C)c(=O)[nH]c1=O
  -7	3
111) CC1=C(C(N)=O)C(c2ccccc2F)NC(=O)N1 (configuration not stated)
  -3	-5
112) O=C(O)C1=C(C2CCCCC2)C(=O)c2ccccc21
  -10	11
113) N#CCc1c[nH]c2ccc([N+](=O)[O-])cc12
  17	-13

For reference, some entries already given.
Second line of a record: H9c2 TAG inh	H9c2 TAG inh DAPI viability
101) CCOc1cccc2c1OC(c1cc(OC)c(OC)c(OC)c1)N1N=C(c3ccc(C)o3)CC21 (configuration not stated)
  3	9
102) COc1ccccc1CN(C)C(=O)COC(=O)c1c(C)noc1C
  8	-5
103) CCOc1cc(N2CCOCC2)c(OCC)cc1NC(=O)COC(=O)c1ccc(Cl)nc1
  -2	-5
104) CC(C)c1ccc(NC(=O)CCCN2C(=O)NC(C)(C)C2=O)cc1
  2	-5
105) CN(C)CC1CCC/C(=C/c2ccc(Cl)cc2)C1=O (configuration not stated)
  43	-12
106) COc1ccc(S(=O)(=O)N2CCCCC2)cc1NC(=O)CNc1ccccc1N1CCCC1=O
  5	-6

Bioassay records (PubChem BioAssay)
